PLK1 PBD block – blocks phosphopeptide binding to human PLK1 polo-box domain; 2.8% of 360,000 active; AID 720504; Potency, µM, for the others: max response, negative = inhibition, usual class: inhibitors; P53350; Plk1 PBD binding of FITC phosphopeptide, fluorescence polarization; also: potency is read from the fitted curve at half-maximal effect; series mostly up to about 57 µM; % is scaled to controls: 0 for no effect and ±100 for the full control effect; nearly all actives have a fitted effect of over 65% in size
PI5P4Ka inh – PI5P4K alpha (human) kinase inhibition; P48426; PI5P4Kalpha enzyme, ADP-Glo luminescence, 60 min; stronger effect = lower value; max response, %; 1.2% of 330,000 active; active = max response of -50% or lower; inconclusive = between -30% and -50%; inactive = -30% or higher; also: value at the top dose of about 77 µM; % is scaled to controls: 0 for no effect and ±100 for the full control effect
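Human PI5P4Kalpha with substrate in 0.038 M HEPES pH 7.4, 0.28 mM EGTA, 0.1% CHAPS, 5% DMSO; reaction started with 5 microM ATP (final), 60 min at room temperature. ADP formed read by ADP-Glo luminescence.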
FUS yeast rescue – rescues growth of FUS-expressing yeast | S. cerevisiae FUS-expressing, growth rescue, OD600, 24 h | 0.24% of 390,000 active | Potency, µM (highest dose often 76.6 µM), without a hit: top-dose growth rescue (activation), usual class: activators;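 also: potency is read from the fitted curve at half-maximal effect; plate controls were DMSO vehicle for no effect and reference control for full effect; nearly all actives have a fitted effect of over 55% in size; some results filed as inactive show a strong effect at the top dose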
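Steps: raffinose overnight preculture; dilution to OD 0.005 in 2% galactose minimal medium; compound addition (concentration series); 24hr at 30C, 99% humidity; absorbance read at 600 nm.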
WRN inhibitor – inhibitors of human WRN helicase. Q14191. WRN helicase unwinding, fluorescent forked duplex, kinetic. Potency, µM (top dose mostly 114 µM), inactives show top-dose activity change, negative = inhibition, actives largely listed as inhibitors. 0.46% of 360,000 active. AID 651768; also: potency is read from the fitted curve at half-maximal effect; % is scaled to controls: 0 for no effect and ±100 for the full control effect; nearly all actives have a fitted effect of over 55% in size
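Primary qHTS, 1536-well format. 20 nM WRN + compound, 15 min RT; start with 100 nM forked fluorophore/quencher duplex, 2 mM ATP (final); kinetic read ex 525/em 598 nm.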
EPAC1 antagonist – antagonists of human EPAC1; Potency, µM (doses to about 115 µM), without a hit: at the top dose activity change, negative = inhibition, usual class: inhibitors; 0.14% of 360,000 active; O95398; EPAC1 GEF assay, Rap1b-BODIPY-GDP exchange fluorescence; AID 720709;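 also: potency is read from the fitted curve at half-maximal effect; plate controls were vehicle for no effect and positive control for full effect; nearly all actives have a fitted effect of over 50% in size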
Target sequence (O95398 whole entry, looked up): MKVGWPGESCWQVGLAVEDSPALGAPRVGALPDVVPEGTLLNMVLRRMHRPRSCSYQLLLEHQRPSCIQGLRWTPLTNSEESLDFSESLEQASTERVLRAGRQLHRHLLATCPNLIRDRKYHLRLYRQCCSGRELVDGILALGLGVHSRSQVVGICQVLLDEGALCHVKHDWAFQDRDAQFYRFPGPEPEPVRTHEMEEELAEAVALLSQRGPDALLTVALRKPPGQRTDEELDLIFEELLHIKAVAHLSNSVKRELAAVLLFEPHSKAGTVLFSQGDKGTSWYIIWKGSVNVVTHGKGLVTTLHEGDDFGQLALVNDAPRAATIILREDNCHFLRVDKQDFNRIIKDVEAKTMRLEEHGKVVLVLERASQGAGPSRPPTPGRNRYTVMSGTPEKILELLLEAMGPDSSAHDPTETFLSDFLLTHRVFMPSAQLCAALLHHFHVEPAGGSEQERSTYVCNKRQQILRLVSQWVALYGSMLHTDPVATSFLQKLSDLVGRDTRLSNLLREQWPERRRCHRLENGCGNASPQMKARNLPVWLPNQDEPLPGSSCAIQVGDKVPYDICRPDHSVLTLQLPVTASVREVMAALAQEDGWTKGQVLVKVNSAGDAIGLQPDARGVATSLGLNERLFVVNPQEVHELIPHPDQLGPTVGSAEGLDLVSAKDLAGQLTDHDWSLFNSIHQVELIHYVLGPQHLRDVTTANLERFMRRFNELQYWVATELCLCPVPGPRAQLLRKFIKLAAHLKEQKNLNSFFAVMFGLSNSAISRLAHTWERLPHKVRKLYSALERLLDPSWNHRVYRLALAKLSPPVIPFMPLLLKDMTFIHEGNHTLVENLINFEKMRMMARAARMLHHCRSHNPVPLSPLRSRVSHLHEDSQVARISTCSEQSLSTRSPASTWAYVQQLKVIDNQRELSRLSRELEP
EPAC1 agonist – activates human EPAC1 exchange factor; O95398; EPAC1 agonist qHTS, biochemical assay; response scale: 100% = response to 6.5 mM cAMP; Potency, µM (top dose mostly 154 µM), without a hit: at the top dose activation, hits mostly activators; 0.073% of 360,000 active; also: potency is read from the fitted curve at half-maximal effect; nearly all actives have a fitted effect of over 60% in size
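Nucleotide exchange assay: 100 nM EPAC1 with 250 nM Rap1B loaded with BODIPY-GDP and 50 uM GDP, room temperature. Fluorescence (480/540 nm) read every 5 min for 30 min; signal change normalized to 6.5 mM cAMP as full agonist.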
IL-2 act – activates IL-2 in a cell-based reporter assay; IL-2 activation reporter assay, cell-based qHTS; stimulated with anti-CD3/CD4/CD28 beads; in transgenic mouse T cells; activation, % (series mostly up to about 46 µM); 0.065% of 360,000 active; AID 652025; in the data active = activation above about 50%; inconclusive = mostly about 30% to 49%; also: 0% is about no effect
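Readout is EGFP and DsRed signal by fluorescent plate cytometry after 18 h at 37 degrees C. Transgenic mouse T cells (750/well) received compound for 60 min before bead stimulation (anti-CD3, anti-CD4, anti-CD28); memory T cells served as non-tolerant control.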
aSyn yeast inh – alpha-synuclein toxicity inhibition in yeast; Potency, µM (titrated, usually from 46.1 µM), for the others: at the highest dose growth rescue (activation), hits mostly activators; AID 652106; 0.14% of 370,000 active; Yeast expressing alpha-synuclein, growth rescue, BacTiter-Glo, 24 h; also: potency is read from the fitted curve at half-maximal effect; % of control where 0% means no effect; nearly all actives have a fitted effect of over 65% in size
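Readout is rescue of growth in alpha-synuclein-expressing yeast, so inhibitors of toxicity appear as activators. Growth after 24 hr at 30 deg C in galactose medium is quantified by luminescence.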
Abeta yeast res – restores growth of yeast expressing A-beta42 peptide; Potency, µM (top dose mostly 46.1 µM), for the others: at the highest dose growth rescue, hits mostly activators; yeast expressing A-beta42, growth rescue, OD600, 48 h; response scale: 0% DMSO, 100% iron-clioquinol control; 0.063% of 410,000 active; AID 1347071; also: potency is read from the fitted curve at half-maximal effect; nearly all actives have a fitted effect of over 55% in size
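Yeast A-beta toxicity model in growth medium with pinned compounds, 48 h at 30 C; growth read as absorbance at 600 nm. Normalized to FeCl3/clioquinol equimolar mix (positive) and DMSO (negative).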
Starred values were filed as active, the others as inactive; ? = inconclusive; . = no result given; & = joins results of further samples; [ ] = remark or other dose. Unless noted, calls follow the shape of the dose curve; as a rule, active = well fitted curve in the direction sought with a large enough effect; inconclusive = small, poorly fitted or top-dose-only effect, or another doubt; inactive = no such curve, though single readings can be large; an effect the other way counts as inactive or inconclusive. Rows are unselected. About 4.1% of those tested had a hit in this group.

cpd	structure	PLK1 PBD block	EPAC1 antagonist	FUS yeast rescue	Abeta yeast res	EPAC1 agonist	PI5P4Ka inh	WRN inhibitor	aSyn yeast inh	IL-2 act
1	C[C@@H]1CNC(=O)c2c(C(=O)Nc3cccc(Cl)c3)ncn21	3%	22%	0%	-9%	-11%	-3	-3%	-10%	-3.0
2	Cc1cc(NC(=S)Nc2cccnc2)ccc1Br	-13%	?	21%	9%	6%	1	-5%[57.1 µM]	3%	-1.7
3	CCOC(=O)c1ccccc1NC(=O)COC(=O)C1=COCCO1	-3%	4%	-6%	11%	-6%	-2	-2%	7%	-0.7
4	Cc1c(C(=O)N2CCOCC2)sc(NC(=O)CCl)c1C#N	0%	1%	23%	8%	-7%	1	1%	4%	0.7
5	CCOC(=O)C1=CC[C@H]2c3c(c4ccccc4n3C)C(=O)C1N2S(=O)(=O)c1ccc(C)cc1	-1%	-4%	?	13%	-7%	0	-1%	0%	-0.1
6	O=c1oc2ccccc2c(NC2CCCCC2)c1NS(=O)(=O)c1ccc(Cl)cc1	-6%	-12%	-17%	.	16%	7	-7%	0%	-0.1
7	CS(=O)(=O)N1CCC(C(=O)Nc2ccccc2Cl)CC1	2%	3%	-45%	-14%	-11%	-4	6%	0%	1.2
8	C/C=C\C=C/C(=O)Nc1cccc(C2=NOC3(C2)C[C@H](C(N)=O)N(C(=O)Cc2ccc([N+](=O)[O-])cc2)C3)c1 (stereo partly drawn)	-25%	-16%	35%	-13%	2%	-57*	-13%	-5%	0.6
9	CCC(C)NC(=O)Nc1ccc(F)c(Cl)c1 (stereo not drawn)	-5%	-8%	9%	-1%	0%	1	-12%	1%	-0.5
10	CC(c1ccccc1)N1C(=O)c2cccnc2C1=O (stereo not drawn)	5%	3%	-6%	8%	-2%	0	3%	1%	-0.6
11	CCOc1ccccc1NC(=O)CN1C(=O)NC(Cc2c[nH]c3ccccc23)C1=O (stereo not drawn)	5%	-3%	16%	-11%	0%	4	2%	-3%	0.0
12	O=C(O)CSC12CC3CC(C1)CC(C(=O)O)(C3)C2	-2%	9%	-2%	5%	-10%	1	8%	-6%	-1.0
13	COc1ccc(CNC(=O)C/C(C)=N/NC(=O)COc2ccc(Br)cc2)cc1	-10%	1%	3%	1%	5%	7	-4%	2%	-1.5
14	Oc1ccc(/C=N/Nc2nccnc2Cl)cc1	-11%	0%	48%	-19%	1%	-65*	-8%	-21%	-1.1
15	CC(C)C[C@H](NC(=O)C1CCN(C(=O)[C@H](Cc2ccccc2)NC(=O)OC(C)(C)C)CC1)C(=O)O	4%	-2%	1%	-9%	1%	3	-3%	2%	-2.3
16	S=C(Nc1ccc2nsnc2c1)N1CCCCCC1	?	-6%	-3%	1%	0%	-9	-5%	-2%	-0.3
17	Cc1csc(NC(=O)CSCC(=O)O)c1-c1nc2ccccc2s1	?	?	11%	-24%	-21%	0	-17%[11.6 µM]	-52%[inhibitor]	1.5
18	CC(C)(C)c1ccc(Cn2nnc3c(=O)[nH]c(C4CCCN(C(=O)c5ccco5)C4)nc32)cc1 (stereo not drawn)	?	-23%	?	-1%	2%	-7	-5%	1%	-4.3
19	CN1CCc2c(sc3c2C(=O)NC(c2ccc(-c4ccc(Cl)cc4)o2)N3)C1 (stereo not drawn)	6%	9%	-7%	-26%	2%	-16	1%	8%	-2.1
20	COc1ccc(N(CC(=O)N2CCCCCC2)S(=O)(=O)c2ccccc2)cc1	-14%	-3%	15%	-8%	-6%	4	-4%	-2%	1.9
21	O=c1[nH]c2cc3ccccc3cc2nc1-c1nnnn1C1CCCC1	-14%	3%	-3%	-14%	0%	-15	30%	-12%	4.8
22	S=c1[nH]nc2nnc3ccccc3n12	-12%	1%	7%	-7%	0%	?	-11%	-10%	2.6
23	O=C(NC1CCN(Cc2ccccc2)CC1)c1ccc(Cl)cc1Cl	-6%	4%	-18%	-3%	2%	0	-8%	7%	-0.2
24	CCOc1ccc(NC(=O)CN(C)C(=O)c2ccccc2CCc2ccccc2)cc1OCC	6%	-23%	24%	-13%	-4%	19	-11%	-10%	-4.6
25	COc1ccc(Br)cc1/C=N/NC(=O)C[n+]1ccccc1	-4%	5%	-3%	-2%	-4%	3	2%	3%	-0.1
26	Cc1ccc(CNC(=O)CSc2nccn(-c3ccc(C)c(F)c3)c2=O)cc1	-22%	-9%	22%	11%	-11%	-8	-26%	2%	-0.9
27	O=C(Nc1nc2n(n1)C(c1ccccc1)CC(c1ccc(Cl)cc1)N2)c1ccco1 (stereo not drawn)	-2%	-7%	?	19%	10%	-17	-10%	8%	-0.6
28	NC(=O)c1ccc(-n2nnnc2Oc2ccccc2)cc1	24µM*	-3%	1%	5%	6%	.	-6%	-10%	-1.4
29	COC(=O)CSc1nnc(C)c(=O)[nH]1	-7%	17%	17%	-13%	0%	-3	5%	1%	1.3
30	Cc1cc(Br)ccc1SCC(=O)OCC(=O)NCc1ccco1	?	-15%	13%	17%	12%	?	?	11%	-0.7
31	O=C(Nc1nnc([C@@H]2C[C@H](O)[C@@H](CO)O2)s1)Nc1ccccc1Oc1ccccc1	0%	-5%	0%	-3%	4%	0	5%	0%	0.3
32	COc1cc(C(=O)OCC(=O)N(C)Cc2ccccc2)cc(OC)c1OC	-2%	2%	-1%	9%	-4%	3	0%	1%	0.0
33	Cc1ccc(CN2CC34C=CC(O3)C(C(=O)NCc3ccc5c(c3)OCO5)C4C2=O)cc1 (stereo not drawn)	0%	-13%	13%	14%	0%	-3	-3%	3%	0.1
34	C=CCCCCCCCCC(=O)NNC1CC(=O)N(c2ccccc2)C1=O (stereo not drawn)	-4%	0%	1%	8%	7%	2	-7%	11%	-0.6
35	Cc1nc2cc(F)ccc2n1C1CCN(C(=O)c2ccc(F)cc2F)CC1	-5%	0%	23%	6%	-5%	1	-16%	-7%	-0.7
36	CCOc1ccc(N(C(=O)Cn2nnc3ccccc32)C(C(=O)NC(C)(C)CC)c2cccn2C)cc1 (stereo not drawn)	2%	3%	-5%	13%	-3%	-3	5%	1%	-0.5
37	COCCCn1c(-c2cccs2)nc2nc3ccccc3nc21	-3%	-20%	7%	-9%	1%	-1	-2%	-1%	-0.2
38	O=C(NNC(=O)c1ccc(Cl)cc1Cl)c1csc(-c2cccnc2)n1	-9%	-27%	-17%	7%	15%	2	0%	5%	1.5
39	OCC[C@@H]1C[C@H](O)[C@@H](O)[C@@]2(OCCCc3cc(C(F)(F)F)ccc32)O1	-10%	2%	-10%	-18%	-2%	3	-5%	-2%	0.2
40	Cc1ccc(S(=O)(=O)NCC(=O)OCCOc2cccc(Cl)c2)cc1	5%	8%	-29%	8%	-1%	5	2%	2%	0.8
41	Cc1ccc(C(O)c2ncc(-c3ccc(Cl)cc3)[nH]2)cc1F (stereo not drawn)	1%	?	-6%	25%	-11%	22	-8%	?	1.2
42	OCCOCCn1c(C(CO)Nc2nc(-c3ccc(F)cc3)cs2)nc2ccccc21 (stereo not drawn)	-10%	-7%	10%	4%	8%	2	4%	0%	1.3
43	CC(Oc1cccnc1[N+](=O)[O-])C(=O)Nc1ccc(Cl)cn1 (stereo not drawn)	4%	?	14%	-8%	-8%	4	4%	-11%	0.7
44	O=C(O)CSC1=NC(=Nc2ccc(Cl)cc2)C2(CCCCC2)N1c1cccc(C(=O)O)c1	1%	-1%	10%	-6%	-5%	-7	-5%	0%	-0.5
45	CCCCCn1c(=NC(=O)c2ccco2)c(C(=O)OCC)cc2c(=O)n3ccccc3nc21	-6%&-14%	5%&-27%	.	0%&-4%	5%&0%	13&0	2%&-3%	5%&-1%	-0.5&0.6
46	Cc1ccc(-n2cc(CNCCN3CCOC3=O)c(-c3cccc(C)c3)n2)cc1	-7%	6%	22%	-9%	4%	30	-26%[57.1 µM]	0%	-5.0
47	CCCC(O)(CCC)C(=O)NN1CCCCC1	19µM*	-1%	16%	7%	2%	.	2%	6%	2.7
48	CC(Sc1nnc(Cc2ccccc2)o1)C(=O)NC1(C#N)CCCCC1 (stereo not drawn)	-9%	-12%	-14%	2%	4%	2	7%	0%	0.3

Of the compounds above, these have an NH in an aromatic ring:
cpd	structure	PLK1 PBD block	EPAC1 antagonist	FUS yeast rescue	Abeta yeast res	EPAC1 agonist	PI5P4Ka inh	WRN inhibitor	aSyn yeast inh	IL-2 act
11	CCOc1ccccc1NC(=O)CN1C(=O)NC(Cc2c[nH]c3ccccc23)C1=O (stereo not drawn)	5%	-3%	16%	-11%	0%	4	2%	-3%	0.0
18	CC(C)(C)c1ccc(Cn2nnc3c(=O)[nH]c(C4CCCN(C(=O)c5ccco5)C4)nc32)cc1 (stereo not drawn)	?	-23%	?	-1%	2%	-7	-5%	1%	-4.3
21	O=c1[nH]c2cc3ccccc3cc2nc1-c1nnnn1C1CCCC1	-14%	3%	-3%	-14%	0%	-15	30%	-12%	4.8
22	S=c1[nH]nc2nnc3ccccc3n12	-12%	1%	7%	-7%	0%	?	-11%	-10%	2.6
29	COC(=O)CSc1nnc(C)c(=O)[nH]1	-7%	17%	17%	-13%	0%	-3	5%	1%	1.3
41	Cc1ccc(C(O)c2ncc(-c3ccc(Cl)cc3)[nH]2)cc1F (stereo not drawn)	1%	?	-6%	25%	-11%	22	-8%	?	1.2

Three compounds already listed, sorted by heavy-atom count, rising:
cpd	structure	PLK1 PBD block	EPAC1 antagonist	FUS yeast rescue	Abeta yeast res	EPAC1 agonist	PI5P4Ka inh	WRN inhibitor	aSyn yeast inh	IL-2 act
29	COC(=O)CSc1nnc(C)c(=O)[nH]1	-7%	17%	17%	-13%	0%	-3	5%	1%	1.3
14	Oc1ccc(/C=N/Nc2nccnc2Cl)cc1	-11%	0%	48%	-19%	1%	-65*	-8%	-21%	-1.1
46	Cc1ccc(-n2cc(CNCCN3CCOC3=O)c(-c3cccc(C)c3)n2)cc1	-7%	6%	22%	-9%	4%	30	-26%[57.1 µM]	0%	-5.0
